From PubChem BioAssay
Polio RdRp inh – poliovirus RdRp elongation inhibitors, primary screen, biochemical, fluorescence polarization, total intensity; Genome polyprotein (Poliovirus type 1 (strain Mahoney)), P03300; poliovirus polymerase elongation; hits give low values; % elongation, % (compound at 16.7 µg/mL); 0.66% of 150,000 active; AID 588519, 2011; in the data active = % elongation below about 90%; note: some results filed as inactive read as strong as hits
Target sequence (P03300 1749-2209 limits assumed): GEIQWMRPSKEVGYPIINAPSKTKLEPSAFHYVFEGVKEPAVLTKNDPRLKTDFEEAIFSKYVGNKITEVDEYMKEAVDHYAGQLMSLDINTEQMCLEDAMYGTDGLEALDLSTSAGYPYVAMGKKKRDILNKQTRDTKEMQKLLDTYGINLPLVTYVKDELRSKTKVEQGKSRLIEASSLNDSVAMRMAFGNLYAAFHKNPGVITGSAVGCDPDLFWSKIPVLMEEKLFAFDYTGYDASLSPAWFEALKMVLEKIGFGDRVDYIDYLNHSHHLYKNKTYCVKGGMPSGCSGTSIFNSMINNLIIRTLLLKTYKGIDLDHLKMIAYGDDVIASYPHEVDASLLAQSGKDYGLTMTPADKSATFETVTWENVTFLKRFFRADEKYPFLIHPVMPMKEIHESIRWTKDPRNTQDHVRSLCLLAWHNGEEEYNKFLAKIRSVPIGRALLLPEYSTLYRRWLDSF
Polio RdRp inh FP z-score – also measured in Polio RdRp inh; calls as there; z-score; measured here: FP z-score; hits read low
* hit, by the source's call; & = joins results of further samples. This is a subset (hit frequency here may not be typical).

[1] Cc1cc(C)cc(OCC2CNC(=O)O2)c1 (stereo not drawn)
[2] O=C(O)C1[C@H]2C[C@H]3c4[nH]c5ccccc5c4CCN3C[C@@H]2CC[C@@H]1O (stereo partly drawn)
[3] CCn1cc(C(=O)O)c(=O)c2cc(F)c(N3CCNCC3)nc21
[4] Cc1ccnc(NC(c2cccc(O)c2)c2ccc3ccc(C)nc3c2O)c1 (stereo not drawn)
[5] CCCCOc1ccc(CC(=O)NO)cc1
[6] Cc1cccc(Nc2cc(Cl)nc(SCC(=O)O)n2)c1C

compound no. | 1 | 2 | 3 | 4 | 5 | 6
Polio RdRp inh | 101.0 | 96.0 | 104.0&99.0 | 119.0 | 99.0&98.0 | 102.0&102.0
Polio RdRp inh FP z-score | 0.3 | -0.5 | 0.5&-0.1 | 3.8 | -0.2&-0.4 | 0.2&0.4

Compound profiles (already shown). Screens in order: Polio RdRp inh | Polio RdRp inh FP z-score
`Cc1cc(C)cc(OCC2CNC(=O)O2)c1` (stereo not drawn) reads 101.0 | 0.3
`Cc1ccnc(NC(c2cccc(O)c2)c2ccc3ccc(C)nc3c2O)c1` (stereo not drawn) reads 119.0 | 3.8

Shown tab-delimited: entries from further up.
no.	canonical_smiles	Polio RdRp inh	Polio RdRp inh FP z-score
1	Cc1cc(C)cc(OCC2CNC(=O)O2)c1 (stereo not drawn)	101.0	0.3
2	O=C(O)C1[C@H]2C[C@H]3c4[nH]c5ccccc5c4CCN3C[C@@H]2CC[C@@H]1O (stereo partly drawn)	96.0	-0.5
5	CCCCOc1ccc(CC(=O)NO)cc1	99.0&98.0	-0.2&-0.4
3	CCn1cc(C(=O)O)c(=O)c2cc(F)c(N3CCNCC3)nc21	104.0&99.0	0.5&-0.1

Further results follow.
[7] O=C(O)/C=C/c1ccc(O)cc1
[8] CCC(=O)O[C@]1(C(=O)SCF)[C@H](C)C[C@H]2[C@@H]3C[C@H](F)C4=CC(=O)C=C[C@]4(C)[C@@]3(F)[C@@H](O)C[C@@]21C
[9] CCc1c2c(nc3ccc(OC(=O)N4CCC(N5CCCCC5)CC4)cc13)-c1cc3c(c(=O)n1C2)COC(=O)[C@]3(O)CC
[10] O=C1CSC(c2ccc3cccc(O)c3n2)N1c1ccc(Cl)cc1 (stereo not drawn)
[11] O=C(O)CNC(=O)c1ccccc1
[12] O=C(O)C(O)C(O)C(O)C(O)C(=O)O (stereo not drawn) (tested in a mixture with another compound)

compound no. | 7 | 8 | 9 | 10 | 11 | 12
Polio RdRp inh | 101.0 | 100.0 | 99.0 | 104.0 | 98.0 | 103.0
Polio RdRp inh FP z-score | -0.2 | 0.5 | 0 | 1.9 | -0.5 | 2

[13] NC(N)=NC(=O)Cc1c(Cl)cccc1Cl
[14] NC(=NCc1ccccc1)NC(=O)c1nc(Cl)c(N)nc1N
[15] CCOc1cc2c3c(c1)c(C1=NC(=S)NC1=O)c(O)n3C(C)(C)CC2C (stereo not drawn)
[16] Cc1cccc2c1NC(=O)/C2=C\C(=O)c1cccs1
[17] Nc1c2ccccc2nc2ccccc12 (tested in a mixture with another compound)
[18] COc1ccc(/C=C/C(=O)O)cc1

compound no. | 13 | 14 | 15 | 16 | 17 | 18
Polio RdRp inh | 100.0 | 103.0&99.0&99.0 | 100.0 | 100.0 | 100.0 | 103.0
Polio RdRp inh FP z-score | 0.1 | 0.8&-0.2&-0.1 | -0.1 | -0.1 | 0 | 0.1

[19] CC(C)c1ccc(N2C(=O)SC(c3ccccc3)C2=O)cc1 (stereo not drawn)
[20] C=C1c2cccc(O)c2C(O)=C2C(=O)[C@]3(O)C(O)=C(C(N)=O)C(=O)[C@@H](N(C)C)[C@@H]3[C@@H](O)[C@H]12
[21] C#C[C@]1(O)CCC2C3CCC4=CC(=O)CC[C@@H]4C3CC[C@@]21CC (stereo partly drawn)
[22] COc1ccccc1OCCNCC(O)COc1cccc2[nH]c3ccccc3c12 (stereo not drawn)

compound no. | 19 | 20 | 21 | 22
Polio RdRp inh | 107.0 | 100.0&99.0 | 100.0 | 101.0
Polio RdRp inh FP z-score | 0.7 | 0.2&-0.1 | -0.1 | 0.2
